# Compound activity from PubChem BioAssay.
# PME-1 Maybr inh: Maybridge compound blocking human PME-1; Q9Y570; recombinant PME-1, FP-Rh probe fluorescence polarization; inhibition, % at 9 µM; 16,000 compounds, 0.5% hits; in the data active means inhibition above about 30%
# Target sequence (Q9Y570 whole entry, looked up): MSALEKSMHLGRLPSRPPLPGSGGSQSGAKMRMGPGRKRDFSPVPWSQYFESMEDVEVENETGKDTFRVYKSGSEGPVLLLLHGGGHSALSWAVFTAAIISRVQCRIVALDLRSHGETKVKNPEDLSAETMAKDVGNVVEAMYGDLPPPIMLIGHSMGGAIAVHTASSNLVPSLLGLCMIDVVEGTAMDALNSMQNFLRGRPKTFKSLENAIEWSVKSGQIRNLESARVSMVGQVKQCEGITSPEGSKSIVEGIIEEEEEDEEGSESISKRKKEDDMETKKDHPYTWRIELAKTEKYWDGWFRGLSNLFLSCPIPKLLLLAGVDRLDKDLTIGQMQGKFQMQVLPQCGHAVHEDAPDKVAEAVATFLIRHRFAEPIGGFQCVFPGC
# rat GALR2 ag: agonists of rat galanin receptor 2 (GALR2) | cell-based GALR2 agonist screen | activation, % at 10 µM | 16,000 compounds, 0.5% hits; in the data active means activation above about 15%
# NOTCH ag: agonists of NOTCH signaling | activation, % at 2.5 µM | 15,000 compounds, 0.4% hits | NOTCH signaling luciferase reporter cells, luminescence; in the data active means activation above about 2.2%
# KOR antag MB: OPRK1 (human) antagonism, Maybridge screen. P41145. inhibition, % at 9 µM. 16,000 compounds, 0.4% hits. OPRK1 cells, antagonist mode, fluorescence readout; in the data active means inhibition above about 50%
# S1P1 agonist: S1P1 (human) receptor agonism | P21453 | AID 1044 | 16,000 compounds, 1.5% hits | S1P1 agonist cell-based reporter assay | activation, % at 4.5 µM; in the data active means activation above about 80%
# Target sequence (P21453 whole entry, looked up): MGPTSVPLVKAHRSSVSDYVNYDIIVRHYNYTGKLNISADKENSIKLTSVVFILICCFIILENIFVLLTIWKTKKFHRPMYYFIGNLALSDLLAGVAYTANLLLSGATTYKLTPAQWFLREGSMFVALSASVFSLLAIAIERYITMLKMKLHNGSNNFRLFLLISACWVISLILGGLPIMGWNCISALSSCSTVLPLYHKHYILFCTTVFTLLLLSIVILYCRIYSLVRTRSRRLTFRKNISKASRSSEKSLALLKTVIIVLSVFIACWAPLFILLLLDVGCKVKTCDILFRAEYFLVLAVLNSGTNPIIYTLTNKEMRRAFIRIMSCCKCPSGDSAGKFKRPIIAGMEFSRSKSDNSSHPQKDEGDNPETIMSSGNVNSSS
# Luminol counter: quenches luminol chemiluminescence in Nox1 counter-screen; 16,000 compounds, 0.4% hits; inhibition, % at 6.7 µM; AID 1823; HRP/luminol/H2O2 chemiluminescence counterscreen; further: reference of the scale not given here
# Nox1 inhibitor: blocks human NADPH oxidase 1 activity | HT29 cells, luminol chemiluminescence ROS | inhibition, % at 6.7 µM | 16,000 compounds, 0.81% hits
# TLR4-MyD88 inh: inhibitors of human TLR4-MyD88 binding; Cell-based TLR4-MyD88 binding inhibition assay; O00206; 16,000 compounds, 0.06% hits; inhibition, % at 10 µM; in the data active means inhibition above about 45%
# An asterisk follows results filed as active; nt = not tested or not shown. Unless noted, no stated cut-off is given here; in the data, active means inhibition above about 75%; inactive means the rest.
item	compound	PME-1 Maybr inh	rat GALR2 ag	NOTCH ag	KOR antag MB
1	CC1=NN(C)C(=O)/C1=C/N(C)C	7.4	-6.2	0.2	18.7
2	O=[N+]([O-])c1ccc(SC2=NCCN2)c(Cl)c1	-3.2	-3.6	-0.1	7.9
3	O=[N+]([O-])c1ccc(C2OCCO2)s1	8.3	-4.1	-0.4	9.3
4	O=C(C1CC1)N1CCN(c2ccc([N+](=O)[O-])cc2-n2cccc2)CC1	2.2	-9.1	-0.4	-10.4
5	S=c1nn[nH]n1CCc1ccc(Cl)cc1	-2.7	3.5	-0.2	0.3
6	S=c1[nH]c(=S)c2ccccc2[nH]1	1.0	-6.3	-0.4	0.5
7	Cc1nc2n[nH]c(N)c2c(C)c1[N+](=O)[O-]	6.5	0.0	-0.4	4.2
8	O=C1C(Cl)=C(c2ccccc2)N(c2ccccc2)C(=O)C1(F)c1ccccc1 (stereo unspecified)	-0.6	-10.7	-0.4	22.7
9	CC(=O)OC(OC(C)=O)c1ccc(S(C)(=O)=O)cc1	0.5	-5.4	-0.1	13.6
10	CCOC(=O)c1cnc(SCc2ccc(Cl)cc2)nc1C(F)(F)F	3.8	-7.5	-0.6	4.2

item	S1P1 agonist	Luminol counter	Nox1 inhibitor	TLR4-MyD88 inh
1	8.0	-7.3	9.4	-7.1
2	0.2	3.1	-110.8	7.8
3	4.8	-5.3	15.7	3.4
4	37.7	7.8	-14.1	-3.4
5	7.9	26.3	-70.8	15.9
6	-4.5	77.1*	-68.4	-0.3
7	-17.2	38.9	6.0	4.1
8	8.0	1.4	-42.4	-0.6
9	-7.9	-2.0	-0.8	-4.6
10	80.6*	-3.0	17.6	-1.0

# More results.
item	compound	PME-1 Maybr inh	rat GALR2 ag	NOTCH ag	KOR antag MB
11	CN(C)C=Nc1cc(C(C)(C)C)on1	1.0	-5.0	-0.7	5.3
12	Clc1ccc(-n2nnc(/C=C/C=C/N3CCOCC3)n2)cc1	-19.8	29.9*	-0.8	7.8
13	S=c1[nH]cc(-c2ccc(Br)cc2)[nH]1	9.7	-7.9	-0.4	5.8
14	O=C(CSc1nc2c(Cl)cc(Cl)cc2s1)Nc1ccc(Cl)cc1	-13.2	13.0	-0.9	-9.1
15	CS(=O)(=O)c1ccc(CC(=O)O)cc1	5.1	-6.7	-1.2	15.5
16	Cc1ccc2c(c1)CCCN2C(=O)CC(=O)N1CCCc2cc(C)ccc21	7.7	4.4	0.2	4.8
17	O=C1C(C2=NC(c3ccccn3)C3C(=O)N(c4ccc(Cl)cc4)C(=O)C23)=C(O)c2ccccc21 (stereo unspecified)	-3.1	-1.9	-0.4	-1.6
18	C1=CC2C=CC1c1ccccc12	3.0	-10.6	nt	-1.6
19	CCOC(=O)c1cc(-c2ccccc2)sc1NC(=O)CN1CCc2ccccc21	1.5	-9.7	-0.1	6.9
20	C=C(C)c1ccccc(=O)c1O	2.9	-5.6	4.9*	-12.3

item	S1P1 agonist	Luminol counter	Nox1 inhibitor	TLR4-MyD88 inh
11	-9.7	3.6	-13.0	-3.3
12	5.3	1.8	-29.2	-4.5
13	7.5	-2.8	97.7*	-0.8
14	-20.6	2.2	-45.7	-4.1
15	1.5	-8.7	12.1	22.0
16	-0.1	77.5*	-6.1	0.2
17	3.7	2.6	-67.2	0.2
18	-17.2	-1.8	-22.5	-2.1
19	-4.0	-5.5	20.0	-6.9
20	-3.5	-2.5	-21.4	0.1

# Next results follow.
item	compound	PME-1 Maybr inh	rat GALR2 ag	NOTCH ag	KOR antag MB
21	CC1CN(C(=N)N)CC(C)O1 (stereo unspecified)	10.4	-0.2	-0.6	37.5
22	N#CCCN(Cc1ccco1)C(=O)Nc1ccc(OC(F)(F)F)cc1	5.7	-8.5	-0.8	0.9
23	CC(C)[C@@H](N)C(O)(c1ccccc1)c1ccccc1	1.8	-5.5	-0.2	-24.4
24	COc1ccc(-c2c(C(F)(F)F)nn(C)c2NC(C)=O)cc1	-3.8	-6.6	-0.8	14.7
25	Cc1ccc(S(=O)(=O)Cc2csc(N3CCOCC3)n2)cc1	-3.7	-8.4	-0.2	-6.2
26	CCN(CC)CC(O)COc1cc(C(F)(F)F)ccn1 (stereo unspecified)	-1.0	-0.1	-0.4	25.1
27	O=C(O)CC1(CC(=O)Nc2ccc(N3CCOCC3)c(Cl)c2)CCCCC1	-0.7	-4.1	-0.4	-11.0
28	N=C(N)SCc1cc2ccccc2o1	1.3	1.1	-0.5	25.0
29	Cn1cnc(S(N)(=O)=O)c1	-1.3	-5.0	0.5	9.4
30	CCOC(=O)c1cc2nc3sccn3c2s1	2.2	-4.9	-0.5	-13.7

item	S1P1 agonist	Luminol counter	Nox1 inhibitor	TLR4-MyD88 inh
21	6.0	-3.7	19.3	-1.1
22	5.6	-4.2	-3.2	-5.0
23	-6.1	-0.5	-81.2	-0.3
24	12.1	2.7	-29.3	0.2
25	-12.1	2.7	-45.6	1.2
26	-2.1	1.4	-37.1	-26.6
27	0.1	-0.7	-50.0	nt
28	-8.2	-3.3	-8.1	-9.4
29	-10.3	-6.1	-5.6	1.4
30	-8.8	0.6	-23.9	nt

# New compounds follow.
item	compound	PME-1 Maybr inh	rat GALR2 ag	NOTCH ag	KOR antag MB
31	Cc1ccc(Oc2ncccc2[N+](=O)[O-])c([N+](=O)[O-])n1	-4.7	-8.1	-0.5	-1.1
32	Cc1noc(-c2ccco2)c1NC(=O)NN(C)C	1.9	-6.2	-0.3	-8.6
33	CC(=O)c1nnc2cc(C)nn2c1C	1.7	-5.6	-0.1	28.9
34	Cc1ccc([N+](=O)[O-])cc1S(N)(=O)=O	0.2	-7.9	-0.3	-0.5
35	Cc1cc(NC(=O)CSCC(=O)O)no1	1.6	-4.8	-0.3	13.9
36	N/C(=N\O)c1ccc(Oc2ccc(Cl)cc2)nc1	-3.6	-5.0	-0.2	8.2
37	Cn1c(Cn2cc(C(F)(F)F)ccc2=O)n[nH]c1=S	-1.2	-3.6	0.2	-5.4
38	NC(N)=Nc1nc(-c2ccc([N+](=O)[O-])cc2)cs1	4.1	-13.4	-0.1	5.1
39	Clc1ccc(N=Cc2c(-c3ccccc3)nc3n2CCS3)cc1	1.7	-5.0	0.0	7.9
40	Cc1ccc(S(=O)(=O)NC(=O)Nc2ccc(N(C)C)cc2)cc1	40.6*	-0.5	0.8	15.6

item	S1P1 agonist	Luminol counter	Nox1 inhibitor	TLR4-MyD88 inh
31	-3.1	0.7	33.0	13.6
32	-7.7	-1.5	-28.2	-6.9
33	-6.1	0.7	-28.7	3.9
34	-4.6	-0.4	-30.5	11.8
35	-11.4	0.2	-30.3	2.2
36	8.2	-20.5	1.9	4.8
37	-4.1	4.2	-60.4	8.8
38	5.8	14.6	12.5	7.6
39	5.0	-2.6	25.8	6.7
40	-24.9	-22.8	65.4	0.1

# Next entries:
item	compound	PME-1 Maybr inh	rat GALR2 ag	NOTCH ag	KOR antag MB
41	Cc1onc(-c2c(Cl)cccc2Cl)c1C(=O)NOC(=O)c1cccs1	-1.1	-3.7	-0.6	11.6
42	COC(=O)C1=C(C)NC(=O)C1CC(=O)O (stereo unspecified)	7.6	-6.0	0.3	13.1
43	O=C(O)CC1(CC(=O)Nc2ccccc2-n2cccn2)CCCCC1	-4.0	-4.9	-0.3	6.9
44	FC(F)(F)c1ccc(-c2nnc(-c3cccs3)o2)cc1	3.3	-9.4	nt	1.0
45	CCOC(=O)c1csc(-c2snnc2C)n1	-1.5	-5.2	-0.2	7.5
46	NC(N)=N/C(N)=N/c1nnc(C(F)(F)F)s1	-4.6	-5.9	-0.6	13.1
47	Cc1nc(C(F)(F)F)ccc1C(=O)N1CCN(c2nc3ccc(Cl)cc3s2)CC1	-1.0	-11.2	0.0	-3.8
48	COc1ccc(NN=C(C#N)C#N)c([N+](=O)[O-])c1	4.3	-12.7	0.0	8.5
49	Cn1nc(OC(C)(C)C(=O)Oc2ccc(Cl)cc2Cl)cc1C(F)(F)F	0.3	-5.4	-0.1	-3.2
50	CCOC(=O)c1sc(Nc2ccccc2)c(-c2nc3ccccc3[nH]2)c1N	30.9*	-5.4	-0.6	-10.3

item	S1P1 agonist	Luminol counter	Nox1 inhibitor	TLR4-MyD88 inh
41	-16.7	1.8	-83.7	-4.2
42	3.5	-5.5	23.4	-6.6
43	49.3	5.9	-25.3	6.4
44	10.7	-6.5	-2.5	-5.5
45	6.7	1.5	-25.5	0.4
46	-5.0	0.7	-66.2	3.4
47	87.9*	3.6	6.1	-15.2
48	33.6	12.0	9.9	-4.2
49	-10.0	-5.7	-16.0	-2.9
50	-2.8	-2.8	18.4	-7.4

# Remaining list, next part.
item	compound	PME-1 Maybr inh	rat GALR2 ag	NOTCH ag	KOR antag MB
51	CCOC(=O)CSCN1CCCCC1	3.1	-4.2	0.3	18.0
52	CSc1nc(N)nc(C23CC4CC(CC(C4)C2)C3)n1	0.5	-4.6	0.0	-22.6
53	CC(=O)NC1=NC(=O)/C(=C\c2cccs2)N1C	-1.9	0.9	-1.0	5.0
54	O=C(OCc1nccn1Cc1ccc(Cl)cc1)c1ccccc1	1.1	-2.6	-0.4	-0.6
55	CCOC(=O)Cn1nnc(-c2ccc(C(F)(F)F)cn2)n1	4.2	-5.2	-0.2	4.8
56	Cc1onc(-c2ccccc2Cl)c1C(=O)NNC(=O)CSc1ccccc1[N+](=O)[O-]	1.9	-1.3	0.4	-19.7
57	Cc1cc(C(=O)Nc2ccc(N3CCOCC3)cc2)nn1C	4.3	-1.9	-0.4	-4.9
58	COc1ccc(Br)c(C(=O)CC#N)c1	0.4	-3.6	0.0	-21.0
59	CC(C)(C)Sc1ccccc1/C=N/O	-0.3	-7.8	-0.6	-0.1
60	Cn1c(=O)c2c(nc(Sc3ccccc3N)n2C)n(C)c1=O	4.2	-7.0	-0.1	15.4
61	Cc1nc(-c2nnc(-c3ccc(C(F)(F)F)cc3)o2)cs1	-0.6	-4.9	-0.5	-0.6
62	COc1ccc(/C=C/c2nc(-c3ccc(OS(=O)(=O)N(C)C)cc3)no2)c(Cl)c1OC	-8.8	-7.4	-0.2	8.0

item	S1P1 agonist	Luminol counter	Nox1 inhibitor	TLR4-MyD88 inh
51	-6.4	-6.5	0.5	0.1
52	1.5	2.8	9.6	-14.7
53	48.5	7.0	-56.5	8.8
54	5.7	4.1	-57.5	10.1
55	1.5	-5.9	6.3	1.6
56	-15.8	1.6	11.3	-4.5
57	1.0	-7.9	-47.0	-1.8
58	-20.7	0.9	-8.0	2.3
59	-3.1	-2.2	-60.6	-1.4
60	-1.9	-3.6	9.3	-1.9
61	4.3	-2.3	-25.1	2.1
62	15.6	3.8	-11.1	4.7

# 12 entries already listed, ordered by number of heavy atoms, largest number first:
item	compound	PME-1 Maybr inh	rat GALR2 ag	NOTCH ag	KOR antag MB
62	COc1ccc(/C=C/c2nc(-c3ccc(OS(=O)(=O)N(C)C)cc3)no2)c(Cl)c1OC	-8.8	-7.4	-0.2	8.0
19	CCOC(=O)c1cc(-c2ccccc2)sc1NC(=O)CN1CCc2ccccc21	1.5	-9.7	-0.1	6.9
43	O=C(O)CC1(CC(=O)Nc2ccccc2-n2cccn2)CCCCC1	-4.0	-4.9	-0.3	6.9
54	O=C(OCc1nccn1Cc1ccc(Cl)cc1)c1ccccc1	1.1	-2.6	-0.4	-0.6
60	Cn1c(=O)c2c(nc(Sc3ccccc3N)n2C)n(C)c1=O	4.2	-7.0	-0.1	15.4
55	CCOC(=O)Cn1nnc(-c2ccc(C(F)(F)F)cn2)n1	4.2	-5.2	-0.2	4.8
31	Cc1ccc(Oc2ncccc2[N+](=O)[O-])c([N+](=O)[O-])n1	-4.7	-8.1	-0.5	-1.1
23	CC(C)[C@@H](N)C(O)(c1ccccc1)c1ccccc1	1.8	-5.5	-0.2	-24.4
53	CC(=O)NC1=NC(=O)/C(=C\c2cccs2)N1C	-1.9	0.9	-1.0	5.0
42	COC(=O)C1=C(C)NC(=O)C1CC(=O)O (stereo unspecified)	7.6	-6.0	0.3	13.1
33	CC(=O)c1nnc2cc(C)nn2c1C	1.7	-5.6	-0.1	28.9
18	C1=CC2C=CC1c1ccccc12	3.0	-10.6	nt	-1.6

item	S1P1 agonist	Luminol counter	Nox1 inhibitor	TLR4-MyD88 inh
62	15.6	3.8	-11.1	4.7
19	-4.0	-5.5	20.0	-6.9
43	49.3	5.9	-25.3	6.4
54	5.7	4.1	-57.5	10.1
60	-1.9	-3.6	9.3	-1.9
55	1.5	-5.9	6.3	1.6
31	-3.1	0.7	33.0	13.6
23	-6.1	-0.5	-81.2	-0.3
53	48.5	7.0	-56.5	8.8
42	3.5	-5.5	23.4	-6.6
33	-6.1	0.7	-28.7	3.9
18	-17.2	-1.8	-22.5	-2.1
